pAkt inh – Akt phosphorylation inhibition | actives 0.32% (n = 360,000) | activity change, % for hits at 50 µM | AID 651550 | Neuro2A IGF-stimulated pAkt S473 HTRF, 20 min; active compounds read low; in the data active means activity change below about -80%; inconclusive means mostly about -51% to -80%; further: on the % scale 0 is the no-effect control and ±100 the full control effect
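Neuro2A cells in DMEM with 0.5% FBS, overnight at 37 deg C, given compound at single 50 µM final, then IGF (6 nM final) for 20 min at 37 deg C. Lysed; phospho-Akt Ser473 by HTRF after 24 h, 665/615 ratio.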
CCT modulator – modulators of cytosolic chaperonin (CCT/TRiC) activity. purified chaperonin ATPase assay, HTRF ADP detection, 30 min. activity change, % (test concentration not listed), hits read low. actives 0.3% (n = 360,000). AID 651819; in the data active means activity change below about -30%; further: on the % scale 0 is the no-effect control and ±100 the full control effect
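Nucleotide hydrolysis assay: TRiC at 20–40 nM final (set by batch activity) with 10 uM ATP, 30 min at 37 °C, in presence of 76 uM compound. Detection by competitive ADP HTRF, 30 min ambient.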
TGFb inhibitor – blocks TGF-b signaling | HepG2 CAGA-GFP TGF-b/SMAD3 reporter, GFP fluorescence, 18 h; TGF-beta stimulated, 500 pg/mL final | Potency, µM (titrated, usually from 46.1 µM), for inactives: at the highest dose activity, negative = inhibition, most hits filed as inhibitors | actives 1.2% (n = 410,000); further: potency means the concentration at half of the fitted maximal effect; on the % scale 0 is the no-effect control and ±100 the full control effect; nearly all actives have a fitted effect of over 65% in size
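HEPG2 CAGA-GFP reporter cells (1000/well, DMEM with 1% FBS) received compounds, then recombinant TGF-beta at 500 pg/mL final for 18 hours at 37 degrees C. Per-cell GFP summed per well was normalised to unstimulated and stimulated DMSO controls before curve fitting.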
ATXN viability – viability counter-screen for ATXN expression inhibitors; S2 cells (HEK-293 line with an ATXN2-luciferase reporter) viability, CellTiter-Fluor protease fluorescence, 24 h; AID 651635; Potency, µM (series often up to 56.7 µM), hits mostly cytotoxic; actives 0.49% (n = 400,000); further: potency means the concentration at half of the fitted maximal effect; nearly all actives have a fitted effect of over 40% in size
Nrf2 activator – activators of Nrf2 (ARE) signaling. AREc32 ARE-luciferase reporter (MCF7-derived line), luminescence, 24 h. Potency, µM (series often up to 46.1 µM), without a hit: at the top dose activation, hits mostly activators. actives 0.31% (n = 410,000). AID 624171; further: potency means the concentration at half of the fitted maximal effect; % of control where 0% means no effect; nearly all actives have a fitted effect of over 65% in size
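ARE-driven firefly luciferase activity in AREc32 cells measured after a 24 hr compound exposure at 37 deg C, using Steady-Glo reagent and a 30 min room-temperature hold.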
HepG2 tox – kills HepG2 cells in TGF-b inhibitor counter-screen; HepG2 CAGA-GFP viability, ATP luminescence, 18 h; Potency, µM (highest dose often 46.1 µM), for the others: at the highest dose activity change, negative = cytotoxicity, usual class: cytotoxic; AID 588856; actives 0.76% (n = 410,000); further: potency means the concentration at half of the fitted maximal effect; some results filed as inactive show a strong effect at the top dose
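HepG2 CAGA-GFP cells (1000/well, DMEM with 1% FBS) received compound, then TGF-beta at 500 pg/mL final, and were incubated 18 hours at 37 degrees C. Viability was read by CellTiter-Glo luminescence. Media-only wells were set as complete cell-killing and DMSO as no toxicity.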
MmCpn inh – M. maripaludis TRiC chaperonin inhibition | purified Mm-Cpn ATPase, ADP Transcreener TR-FRET | Potency, µM (series often up to 76.9 µM), for inactives: top-dose activity, negative = inhibition, most hits filed as inhibitors | actives 0.031% (n = 330,000); further: potency means the concentration at half of the fitted maximal effect; on the % scale 0 is the no-effect control and ±100 the full control effect; nearly all actives have a fitted effect of over 80% in size
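ATP (10 uM final) was added to archaeal chaperonin (25 nM final) after 10 min exposure to test compound at 37°C; after 30 min further incubation, ADP was detected by competitive TR-FRET.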
Nrf2 block – blocks Nrf2 signaling; AID 504444; actives 2.1% (n = 360,000); Potency, µM (top dose mostly 46 µM), for the others: top-dose activity change, negative = inhibition, usual class: inhibitors; A549 ARE-Fluc reporter, luciferase luminescence, 18-24 h; further: potency means the concentration at half of the fitted maximal effect; on the % scale 0 is the no-effect control and ±100 the full control effect; nearly all actives have a fitted effect of over 60% in size
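Concentration-response testing used A549 ARE_Fluc cells at 5000 cells/well. Following an 18-24 h compound incubation, viability was read by fluorescence (Ex 405/Em 525) and luciferase output by luminescence.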
A549 viability – counter-screen for Nrf2 inhibitors: cytotoxicity in A549 cells; A549 ARE-Fluc cells, CellTiter-Fluor viability, 18-24 h; Potency, µM (highest dose often 46 µM), without a hit: top-dose activity change, negative = cytotoxicity, hits mostly inhibitors; actives 0.16% (n = 390,000); AID 504648; further: potency means the concentration at half of the fitted maximal effect; on the % scale 0 is the no-effect control and ±100 the full control effect
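A549 ARE_Fluc cells in 5% FBS OPTI-MEM were exposed to compounds in concentration-response for 18-24 h at 37 deg C. Viability was read by CellTiter-Fluor fluorescence (Ex 405/Em 525) after 30 min, before the luciferase read.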
The depositor's hits bear a star; i = inactive; ? = inconclusive; . = no result given; & = joins results of further samples; [ ] = remark or other dose. Unless noted, the call rests on the fitted dose curve; in most records, active means well fitted curve in the direction sought with a large enough effect; inconclusive means small, poorly fitted or top-dose-only effect, or another doubt; inactive means no such curve, though single readings can be large; an effect the other way counts as inactive or inconclusive. Outcome played no part in choosing rows; 4.4% or so of the library scored in one or more.

Results follow in this order: pAkt inh	CCT modulator	TGFb inhibitor	ATXN viability	Nrf2 activator	HepG2 tox	MmCpn inh	Nrf2 block	A549 viability
> CCC1(CC)NC(=O)N(CC(=O)Nc2sc3c(c2C(N)=O)CCC3)C1=O
 : i	4.6	-12%	i	2.9%	-51%	-14%	2%	-5%
> N#Cc1ccccc1OCC(=O)NNC(=O)CNC(=O)c1ccc(Br)o1
 : i	-1.7	7%	i	-0.6%	-1%	2%	4%	0%
> COc1cccc(N2CCc3c(C)nc4ccc(Cl)cc4c32)c1
 : i	-3.7	?	.	0.6%	-35%	1%	?	?
> N/C(=N\OC(=O)CC1CCCCC1)c1cccnc1
 : .	-1.0	8%	i	0.7%	-13%	1%	9%	0%
> CC(=O)Nc1cccc(NS(=O)(=O)c2ccccc2[N+](=O)[O-])c1
 : i	7.6	20%	i	-0.6%	9%	-2%	-29%	-10%
> COc1ccc(Cl)cc1NC(=O)c1c(NCc2sccc2C)sc2c1CCCC2
 : .	.	?	.	?	-1%	.	13%	-11%
> C/C(CC(=O)Nc1ccc(F)cc1)=N\NC(=O)Cc1csc(N)n1
 : i	1.4	8%	i	1.6%	-2%	2%	?	4%
> CCOc1ccc(N2CC(C(=O)NCCc3c[nH]c4ccc(C)cc34)CC2=O)cc1 (stereo unspecified)
 : i	-1.3	-2%	i	-0.5%	5%	-2%	?	-4%
> Cc1ccc(N(CC(=O)N/N=C/c2cc(C)n(-c3ccccc3)c2C)S(C)(=O)=O)c(C)c1
 : i	-2.9	-4%	i	0.2%	-8%	0%	.	8%
> CCSC(=N)N
 : i	0.0	13%	i	0.4%	-4%	-4%	4%	-8%
> COc1cccc(/C=N/NC(=O)CNC(=O)C2COc3ccccc3O2)c1O (stereo unspecified)
 : i	-0.2	-14%	i	-1.1%	-4%	-2%	1%	8%
> N#C/C(=N/Nc1ccc(OC(F)(F)F)cc1)C(N)=S
 : i	-2.7	?	.	20%	-162%	-10%	?	?
> CCN(CCCNC(=O)COc1cc(=O)n(C)c2ccccc12)c1ccccc1
 : .	-1.4	-28%	.	2.7%	-31%	-3%	1%	10%
> COc1ccc(CC(=O)O/N=C(\N)c2ccccn2)cc1
 : i	1.4	-2%	i	0.2%	-1%	0%	?	-2%
> CCn1c(Oc2ccc(F)cc2F)nc2c1c(=O)n(C)c(=O)n2C
 : .	.	28%	i	-1.5%	3%	.	?	-18%
> Cc1cccc(Oc2ccc(S(=O)(=O)N3CCCCC3)cc2NC(=O)C2=COCCO2)c1
 : i	-1.1	-15%	i	-0.2%	-27%	1%	?	0%
> CCN1CCN(c2ncc(C(=O)Nc3c(F)cc(F)cc3Br)c3ccccc23)CC1
 : i	-0.3	0%	?	4.7%	-39%	2%	-10%	-8%
> CCN(C(=O)CSc1nnnn1-c1ccccc1)C1CCS(=O)(=O)C1 (stereo unspecified)
 : i	-0.7	0%	i	-0.1%	-2%	0%	-1%	-5%
> O=C(Cn1ccnc1[N+](=O)[O-])N(CCO)CCO
 : i	-1.1	17%	i	-0.1%	-19%	.	.	.
> COc1cccc(Oc2c(C)oc3c(CN4CCOCC4)c(O)ccc3c2=O)c1
 : i	2.1	-1%	i	-1.1%	14%	.	-26%	7%
> CN(Cc1ccccc1)c1nc(N)c([N+](=O)[O-])c(Nc2cccc(F)c2)n1
 : .	-1.8	-2%	.	7.8%	-15%	0%	?	-25%
> Cc1sc2nc(CN(Cc3ccccc3)C(=O)NC3CCCCC3)[nH]c(=O)c2c1C
 : i	-1.0	?	i	2.5%	-31%	.	?	-13%[1.84 µM]
> Cc1cccc(NC(=O)COC(=O)CNC(=O)C2CCCCC2)c1
 : i	-3.1	-6%	i	-0.4%	2%	0%	0%	6%
> O=S(=O)(c1cccc(Br)c1)N1CCN(C(=S)NCC2CCCO2)CC1 (stereo unspecified)
 : i	-3.1	17%	i	-0.7%	2%	1%	-16%	2%
> Cc1cc(OCCN2CCOCC2)ccc1C(C)C
 : i	0.3	9%	i	3.6%	-7%	?	?	2%
> CCCn1c(C(O)c2ccc(OC)cc2)nc2ccccc21 (stereo unspecified)
 : i	0.7	10%	i	-0.8%	-10%	2%	6%	-2%
> CCC1CN(C(=O)NCc2ccccc2)c2cc(Cl)ccc2O1 (stereo unspecified)
 : i	-3.8	?	i	-0.6%&-0.4%	0%&0%	4%	?	6%&6%
> COc1ccc(C(=O)NNC(=O)CN2CCC(n3nnc4cc(F)ccc43)CC2)cc1
 : i	-1.0	3%	?	-0.1%	7%	0%	11%	0%
> Cc1c(C=O)c(=O)n(-c2ccccc2)n1-c1ccccc1
 : i	-0.5	-9%	i	4.1%	-10%	0%	5%	11%
> CCOC(=O)c1ccccc1OCc1cc(/C=N/n2cnnc2)ccc1OC
 : i	-1.4	1%	i	-0.2%	-14%	1%	?	-17%
> Cc1ccc(NC2OC(CO)C(O)C2O)cc1[N+](=O)[O-] (stereo unspecified)
 : i	-1.7	-1%	i	0.7%	11%	0%	-11%	12%
> Cc1ccc(S(=O)(=O)N2CCC(=O)c3ccccc32)cc1
 : i	1.7	11%	i	4.4%	1%	.	.	.
> CCC1CCCCN1C(=O)CN1C(=O)c2ccccc2S1(=O)=O (stereo unspecified)
 : i	-1.5	-10%	i	0.3%	-10%	1%	-3%	0%
> COc1ccc(S(=O)(=O)c2c(N)n(Cc3ccco3)c3nc4ccccc4nc23)cc1
 : i	0.8	?	i	17%	1%	-3%	-14%	-11%
> NCCCn1c(C(=O)c2cc(Cl)c(N)c(Cl)c2)c2ccc(C(F)(F)F)cc2[n+]1[O-]
 : i	-2.4	-38%	?	3.9%	-54%	-2%	16%	-19%
> O=C(Nc1cccc(F)c1)c1cc(S(=O)(=O)N2CCOCC2)cs1
 : i	-1.0	-19%	i	3.8%	0%	-5%	?	-2%
> O=C(NCc1ccccn1)Nc1ccccc1
 : i	-0.1	-5%	i	0.6%	-12%	0%	?	3%
> COc1ccc(-c2nnc(SCC(=O)Nc3sc4c(c3C#N)CCCC4)n2-c2ccccc2)cc1
 : i	0.0	-8%	?	0.1%	-6%	-1%	?	11%[1.84 µM]
> CC(=O)Nc1ccc(N(C(=O)Cn2nnc3ccccc32)C(C(=O)NC2CCCC2)c2ccc(O)c(O)c2)cc1 (stereo unspecified)
 : i	0.8	7%	i	0.3%	-1%	1%	-5%	3%
> Cc1ccccc1-n1c(-c2ccc(=O)[nH]n2)n[nH]c1=S
 : i	3.4	1%	i	0.4%	-7%	-4%	-1%	3%
> COc1ccc(C(C(=O)NCc2ccc(F)cc2)N(Cc2cccnc2)C(=O)c2snc(C(N)=O)c2N)cc1 (stereo unspecified)
 : i	1.0	-16%	i	-0.5%	-14%	2%	-9%	-1%
> Cc1ccc(OCC(=O)NCCCNC(=O)c2ccco2)cc1C
 : i	-0.2	-3%	i	-0.8%	10%	3%	-1%	-14%
> O=C(Cc1c(F)c(F)c(F)c(F)c1F)OC12CC3CC(C1)C(=O)C(C3)C2
 : i	-1.7	?	i	-0.7%	-5%	2%	1%	0%
> CC(C(=O)NCc1ccccn1)N1C(=O)c2ccccc2C1=O (stereo unspecified)
 : i	0.8	-13%	i	-0.7%	-4%	-1%	-3%	-2%[1.84 µM]
> CCN(CC(=O)NCc1cccs1)C(=O)CCOc1ccccc1
 : i	1.2	7%	i	0.3%	-4%	-3%	-10%	9%
> CCOC(=O)/C(C#N)=C/C1=C(N2CCCC2)CC(C)(C)OC1
 : i	-1.6	-1%	?	-0.5%	-22%	-2%	.	?
> Cc1cc(O)c(C(C)C)cc1NC(=S)Nc1cc(C(C)C)c(O)cc1C
 : i	1.8	10µM*	?	0.3%	4%	.	-5%	0%
> CCN(c1ccccc1)S(=O)(=O)c1ccc(C(=O)Nc2nnc(COC)o2)cc1
 : i	-4.9	?	i	-1.3%	-39%	-6%	23µM*	-16%
